# Furin inhibitor = inhibitors of human furin | purified furin, fluorogenic substrate cleavage | 0.061% of 220,000 active | AID 463115 | inhibition, % at 30 µM; in the data active means inhibition above about 25%; further: inactives centre near -15
# Rad51 HR inh = Rad51 (human) homologous recombination inhibition | hRad51 DNA strand exchange, fluorescence dequenching | 0.085% of 200,000 active | inhibition, % at 10 µM;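 active means inhibition above 40% at the single screening dose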;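 further: 0% = DMSO control wells and 100% = blanks with heterologous ssDNA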
#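 Assay system: Human Rad51 nucleoprotein filaments preassembled on unlabelled ssDNA | Reagent: Donor/quencher-labelled 47-bp dsDNA substrate | Doses: One concentration, 10 µM final | Times: 37 °C 15-min filament assembly, 30-min compound preincubation, 15-min exchange | Technique: Fluorescein emission 520 nm, excitation 485 nm | Benchmarks: Plate control and blank wells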
# KLK5 inh = kallikrein 5 (human) inhibition; Q9Y337; recombinant hK5, fluorogenic AMC substrate cleavage; inhibition, % at 5 µM; 0.59% of 210,000 active; AID 873;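 active means inhibition of 40% or more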;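 further: 0% = enzyme controls without compound and 100% = no-enzyme blanks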
# FXIIa inh 1536 = inhibitors of human coagulation factor XIIa | purified FXIIa, Boc-QGR-AMC fluorogenic substrate, 2 h | inhibition, % at 5 µM | AID 800 | 0.3% of 220,000 active | P00748; in the data active means inhibition above about 40%;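 further: 0% = enzyme with no compound and 100% = blank without enzyme; many of its hits are not listed in these tables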
# PERK inh = human PERK inhibition, primary cell-based screen. inhibition, % at 5.6 µM. AID 1416. Q9NZJ5. 0.17% of 220,000 active. CHO PERK-DD fusion, SEAP luminescence translation reporter;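 active means inhibition above the mean inhibition of all tested compounds plus 3 SD, set separately per screening campaign, cut at about 2.9% in these data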;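 further: PERK kinase domain activated by AP20187 dimerizer at 100 nM; 0% = DMSO with dimerizer and 100% = rapamycin at 8.4 µM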
# Target sequence (Q9NZJ5 whole entry, looked up, the tested form may be a part): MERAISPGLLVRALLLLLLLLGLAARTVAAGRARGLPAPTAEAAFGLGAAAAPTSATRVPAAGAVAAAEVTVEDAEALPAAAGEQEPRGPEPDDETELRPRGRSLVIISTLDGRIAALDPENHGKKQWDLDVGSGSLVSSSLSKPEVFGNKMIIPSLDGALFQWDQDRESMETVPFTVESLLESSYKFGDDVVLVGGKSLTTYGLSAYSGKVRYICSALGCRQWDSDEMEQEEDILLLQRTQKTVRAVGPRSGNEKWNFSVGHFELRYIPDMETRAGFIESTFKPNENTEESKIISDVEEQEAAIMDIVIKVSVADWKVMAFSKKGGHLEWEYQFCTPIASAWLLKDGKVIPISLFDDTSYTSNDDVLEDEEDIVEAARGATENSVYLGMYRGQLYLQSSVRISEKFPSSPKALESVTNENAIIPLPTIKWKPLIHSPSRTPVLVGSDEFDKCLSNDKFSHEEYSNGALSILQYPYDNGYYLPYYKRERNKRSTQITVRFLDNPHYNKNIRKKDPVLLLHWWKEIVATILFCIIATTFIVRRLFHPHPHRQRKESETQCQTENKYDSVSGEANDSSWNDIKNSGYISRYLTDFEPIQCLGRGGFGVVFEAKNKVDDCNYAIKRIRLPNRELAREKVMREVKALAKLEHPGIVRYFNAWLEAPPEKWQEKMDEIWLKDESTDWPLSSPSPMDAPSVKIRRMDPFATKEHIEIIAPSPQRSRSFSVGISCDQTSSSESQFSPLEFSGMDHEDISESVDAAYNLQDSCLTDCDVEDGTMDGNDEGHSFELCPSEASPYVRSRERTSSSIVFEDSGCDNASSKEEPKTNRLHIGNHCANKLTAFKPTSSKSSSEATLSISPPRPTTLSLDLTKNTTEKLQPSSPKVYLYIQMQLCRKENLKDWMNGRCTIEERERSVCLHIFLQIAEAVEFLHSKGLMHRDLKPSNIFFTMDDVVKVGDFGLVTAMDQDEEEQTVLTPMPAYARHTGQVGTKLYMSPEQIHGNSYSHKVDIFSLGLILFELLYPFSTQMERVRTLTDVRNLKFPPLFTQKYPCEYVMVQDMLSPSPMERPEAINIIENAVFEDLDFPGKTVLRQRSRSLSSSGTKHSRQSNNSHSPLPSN
# thrombin 1536 = inhibitors of human thrombin | P00734 | inhibition, % at 5 µM | AID 1046 | 0.26% of 220,000 active | alpha-thrombin, Boc-VPR-AMC fluorogenic substrate cleavage;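 active means inhibition at or above 40%; inactive means inhibition below 40%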;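 further: 0% = enzyme with no compound and 100% = wells without enzyme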
#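 Material: Human alpha-thrombin protein | Buffer or medium: pH 7.5 Tris-saline with Tween 20 | Reagent: Boc-VPR-AMC substrate, 15 µM final | Schedule: Reaction at ambient temperature | Detection: AMC fluorescence at 355 nm excitation and 460 nm emission | Evaluation: Percent inhibition scaled between no-compound controls and no-enzyme blanks | Controls: no-compound enzyme wells and no-enzyme blanks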
# FXIa inh 1536 = inhibitors of human coagulation factor XIa. inhibition, % at 5 µM. purified FXIa, Boc-Glu-Ala-Arg-AMC fluorogenic substrate. AID 798. 0.14% of 220,000 active;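 active means inhibition of at least 40%; inactive means inhibition below 40%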;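 further: fluorescence of freed AMC excited at 355 nm; 0% = enzyme without compound and 100% = no enzyme blank; many of its hits are not listed in these tables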
# m-calpain inh = calpain II (pig) inhibition | inhibition, % at 16 µM | AID 1236 | 0.37% of 220,000 active | purified calpain II, fluorogenic peptide substrate, 30 min;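 active means inhibition above about 50%, limit read from the data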
# KCC2 mod = modulators of human KCC2 chloride dependent transport; KCC2 cells, thallium flux FluoZin-2 fluorescence; 2.2% of 190,000 active; AID 1456; Q9H2X9; B-score of Tl+ flux slope (higher = more flux/activation; lower = inhibition) at 10 µM;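 active means thallium flux slope and its plate-corrected score both differing from the plate sample mean at a set confidence after two filtering rounds, in either direction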;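 further: slope of fluorescence scaled to starting intensity during 10 to 20 s after thallium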
# Active calls of the source: *; · = no result given; & = joins results of further samples; [ ] = another dose, or the depositor's remark. Not all compounds are listed (hit frequency here may not be typical).
SMILES,Furin inhibitor,Rad51 HR inh,KLK5 inh,FXIIa inh 1536,PERK inh,thrombin 1536,FXIa inh 1536,m-calpain inh,KCC2 mod
O=C(c1ccccc1)c1ccccn1,-18,·,15,10,0.3,-1,2,0,-0.056
CCOC(=O)c1cnc2nc(N3CCOCC3)nn2c1N,-28,8,5,7,0.8,-2,0,-39,0.0016
CC(OC(=O)c1cccnc1)C(=O)NCc1ccc2c(c1)OCO2 (stereo not drawn),-18,-1,13,2,0.4,1,0,16,0.41
Cc1nc2cc(C(=O)OCC(=O)Nc3ccc(C#N)cc3)ccc2n1-c1ccccc1,-10,3,-13,0,-1.1,-8,-8,-67,0.91
CCOC(=O)c1sc(NC(=O)/C=C/c2ccc(F)cc2)nc1C,-25,·,2,8,0.1,1,2,-98,0.14
CC1(C)CC(=O)c2cnc(NCc3ccco3)nc2C1,-13,-3,-1,8,-0.5,-6,-4,-9,-0.67
COc1ccc(OCC(=O)N/N=C(\C)c2ccc(-n3ccnc3)cc2)cc1,-23,1,-20,8,1.2,-3,7,-2,-1.1
CN(C(=O)CN(c1ccccc1)S(=O)(=O)c1ccc(F)cc1)C1CCS(=O)(=O)C1 (stereo not drawn),-15,-15,-6,-1,-0.7,-7,-6,-18,1.9
CC1(C)Cc2c(c(N3CCCC3)nc3sc4c(N5CCN(CCO)CC5)ncnc4c23)CO1,8,·,-10,14,-1.3,-1,3,-148,-0.82
CCN1CCN(Cc2ccc(NC(=O)Nc3ccccc3OC)cc2)CC1,-13,2,-5,16,-1.6,3,8,-39,0.036
O=C(O)CCc1ccc(S(=O)(=O)N2CCOCC2)cc1,-12[20 µM],-1,0,9,0.8,-3,-1,6,0.14
CC(C)COP(=O)(OCC(C)C)C(O)c1ccc(N(C)C)cc1 (stereo not drawn),-15,14,3,6,0.0,0,3,9,0.33
CCNC(=O)C(=O)N/N=C/c1cc([N+](=O)[O-])ccc1O,-14,14,-2,14,0.1,2,5,15,·
Cc1cc(C(=O)O)ccc1-n1c(C)cc(C=C2C(=O)c3ccccc3C2=O)c1C,-7,·,·,5,0.6,1,3,30,-4.1
CCc1ccc2nc(SCC(=O)N(CC)CC)c(C#N)cc2c1,-18,-9,-5,0,-0.7,-8,-1,14,-0.99
CC1CCCCN1CCn1c(=S)[nH]c2cc3c(cc2c1=O)OCO3 (stereo not drawn),-3,3,-6,-1,0.1,1,-3,25,1.1
COc1ccc(/C=N\NC(=O)c2c(C)nc3ccc(Br)cn23)cc1,-15,·,-10,10,-0.5,-3,6,-10,0.38
COCC1CCCN(Cc2cn[nH]c2-c2cc3ccccc3o2)C1 (stereo not drawn),-10,22,·,1,-0.5,-10,-4,5,0.3
CC(=O)Oc1ccc(Cn2cnc3cc4ccccc4cc32)cc1,4[20 µM],4,-8,14,0.3,0,4,-15,-2
CN1CCCN(c2ncnc3scc(-c4ccc(F)cc4)c23)CC1,-18,3,-1,6,0.1,-15,-2,-7,0.25
CCC(=O)N1CCN(c2ccc(NC(=O)c3ccc4c(c3)OCO4)cc2)CC1,-14,0,-4,-2,0.3,-3,-8,33,1.5
COc1ccc(-c2nc(NC(=O)CSCCO)sc2C)cc1,-7,8,-24,-2,0.8,-2,3,-28,-0.24
COC(=O)C(C)NC(=O)c1ccc(C(C)(C)C)cc1 (stereo not drawn),-20,1,-6,11,0.3,1,10,6,0.59
Cc1c(N2C(=O)c3cccc4cccc(c34)C2=O)cnn1C,-9,-2,2,8,0.5,0,1,1,-0.67
CCc1cc2c(=O)c(-c3nc(C)cs3)c(CCCC(=O)O)oc2cc1O,-13,-2,4,10,0.0,2,1,-12,0.5

# Carrying on.
SMILES,Furin inhibitor,Rad51 HR inh,KLK5 inh,FXIIa inh 1536,PERK inh,thrombin 1536,FXIa inh 1536,m-calpain inh,KCC2 mod
O=C(COC(=O)c1ccco1)NC1CCCCC1,-15,-8,5,19,1.5,4,6,-3,·
O=[N+]([O-])c1ccc2nc(NCCCO)nc(-c3ccccc3)c2c1,-11,13,-12,3,-0.5,-4,-5,6,0.31
COC(=O)c1ccc(N=NN2CCCCC2)cc1,-19,2,4,9,0.7,-8,2,-6,1.2
Cc1ccnc2c1NC(=O)c1cccnc1N2C1CC1,-20,-6,-13,2,1.9&1.6,-5,2,-13&17,-0.1&-0.02
CCc1ccc(CCC(=O)Nc2nccs2)o1,-18,3,0,-4,0.4,-5,-1,18,-0.22
COC(=O)Nc1ccc(SCC(=O)c2ccccc2)cc1,-15,8,2,6,-0.2,13,0,12,-0.31
N#Cc1ccc(-c2csc(NC3=NCCCCC3)n2)cc1,-1,10,-13,0,-0.9,-12,0,-88,-0.043
Cc1ccc(-c2nc3ccc(Cl)cc3n2OC(C)C(=O)O)cc1 (stereo not drawn),-11,19,6,16,0.2,2,8,7,-0.43
CC(C(=O)NCc1cccnc1)N1C(=O)c2ccccc2C1=O (stereo not drawn),-20[20 µM],6,0,-1,1.2,-7,-9,-9,-0.54
O=C(NC1CCCC1)c1ccc2nc(-c3ccco3)c(-c3ccco3)nc2c1,-12,·,-14,15,-0.2,7,-2,-41,-0.51
Cc1ccc(OCC(=O)NN=C2c3ccccc3-c3ccccc32)cc1,-6[20 µM],-5,2,15,0.1,-1,5,-31,0.83
Cc1ccccc1/C=c1\s/c(=C\C(=O)C(C)(C)C)[nH]c1=O,-17[20 µM],11,1,20,-3.1,7,10,7,10*
CC(C)(C)c1ccc(C(=O)O)c(C(=O)c2ccc(C(=O)O)cc2)c1,-17,-1,0,1,2.0,-5,-4,-4,0.99
O=C(NCc1ccc(F)cc1)C1CCC(CNc2c(N3CCOCC3)c(=O)c2=O)CC1 (stereo not drawn),-19,-5,2,13,1.8,1,2,-15,1.2
O=C(Nc1ccnc(=O)[nH]1)c1sc2ccccc2c1Cl,-14,-12,1,-1,0.6,-7,-4,-10,0.74
CCOc1ccc(NC(=O)c2ccc(F)c(S(=O)(=O)N3CCN(c4ccccn4)CC3)c2)cc1,-5,·,-5,-78,-1.2,3,4,-9,·
O=C(NCc1nnc(SCC(=O)N2CCN(c3ccccc3)CC2)o1)c1ccco1,-7[20 µM],3,-18,-2,-0.1,-1,-2,18,-0.002
COC(=O)c1cccc(COC(=O)c2cccnc2SC)c1,-8[20 µM],11,0,6,-0.9,-3,-1,3,·
O=C(N/N=C/C1CC2CCC1C2)c1c[nH]c2ccccc12 (stereo not drawn),-13,-135,0,10,-0.1,-7,-2,-7,·
COc1ccc(-c2cc(C(=O)NCCc3ccc(S(N)(=O)=O)cc3)c3ccccc3n2)cc1,-25,0,-5,1,1.1,-11,-6,-359,0.5
Cc1cccc(NC(=S)NC(C)CCc2ccccc2)c1 (stereo not drawn),-12,-7,-3,8,0.7,-6,1,29,-3
Cc1ccc2nc(-c3ccc(N4C(=N)SC5CS(=O)(=O)CC54)cc3)sc2c1 (stereo not drawn),-14,-1,-18,5,0.7,-3,4,-117,0.5
O=C(O)C(CCCCN1C(=O)C2C3C=CC(C3)C2C1=O)N1C(=O)C2C3C=CC(C3)C2C1=O (stereo not drawn),-23,8,11,18,0.9,-1,2,-23,0.0056
O=C1NCCc2cc3c(cc21)OCO3,-6[20 µM],5,-9,18,1.6,6,8,-20,1.1
CCOC(=O)Cn1cnc2sc(C(=O)OC)c(C)c2c1=O,-14,-33,-6,1,0.1,-15,-6,-10,·

# Molecules above that have a thiophene ring, fused or not (four):
SMILES,Furin inhibitor,Rad51 HR inh,KLK5 inh,FXIIa inh 1536,PERK inh,thrombin 1536,FXIa inh 1536,m-calpain inh,KCC2 mod
CC1(C)Cc2c(c(N3CCCC3)nc3sc4c(N5CCN(CCO)CC5)ncnc4c23)CO1,8,·,-10,14,-1.3,-1,3,-148,-0.82
CN1CCCN(c2ncnc3scc(-c4ccc(F)cc4)c23)CC1,-18,3,-1,6,0.1,-15,-2,-7,0.25
O=C(Nc1ccnc(=O)[nH]1)c1sc2ccccc2c1Cl,-14,-12,1,-1,0.6,-7,-4,-10,0.74
CCOC(=O)Cn1cnc2sc(C(=O)OC)c(C)c2c1=O,-14,-33,-6,1,0.1,-15,-6,-10,·

# Next structures follow:
SMILES,Furin inhibitor,Rad51 HR inh,KLK5 inh,FXIIa inh 1536,PERK inh,thrombin 1536,FXIa inh 1536,m-calpain inh,KCC2 mod
CC(=O)Nc1ccc(OCC(=O)N2CCC(Cc3ccccc3)CC2)cc1,-17,-10,-16,-2,0.8,-1,-2,2,-1.9
O=C(NC(=S)Nc1ccc(S(=O)(=O)Nc2nccs2)cc1)c1ccc(Br)o1,-19,-4,-4,7,0.5,-10,-5,-66,0.0048
NS(=O)(=O)c1ccc(NC(=O)COC(=O)c2cc([N+](=O)[O-])ccc2Cl)cc1,-4,6,-10,4,1.0,-11,-1,24,1.5
CCC(=O)Nc1ccc2c(c1)nc(CCN1CCN(C)CC1)n2C,-10,-1,-12,-5,-0.1,1,5,-29,1.1
Cn1nnc(NC(=S)NC(=O)Cc2ccccc2)n1,-22,2,-1,·,0.5,-13,-2,-6,-0.71
CC12CCC(C(=O)Nc3ccccc3Cl)(C(Br)C1=O)C2(C)C (stereo not drawn),-17,·,-7,11,0.8,-1,7,-9,-0.63
Cc1ccc(C(=O)CN2C(=O)c3ccccc3S2(=O)=O)cc1,-19,10,-2,4,0.9,-4,0,-19,0.17
COC(=O)c1cc(NC(=O)c2cccnc2)ccc1N1CCOCC1,-35,1,-3,4,0.6,-6,-5,-29,0.91
CCCC(=O)Nc1c(O)c2ccccc2[nH]c1=O,-14,2,2,11,2.2,-1,-3,6,0.91
Nc1c(C(=O)NCCc2ccccc2)sc2nc(N3CCOCC3)c3c(c12)CCCC3,-10,-6,-14,-3,-1.8,-3,-4,-482,0.2
COC(=O)c1ccc(C(=O)OCc2nc3cc4ccccc4cc3[nH]2)cc1,-27[20 µM],-1,-18,5,1.1,-2,-5,-1,-0.028
C/C(=N\Nc1ccc(S(=O)(=O)Nc2ccc(Cl)cc2)cc1[N+](=O)[O-])c1ccc(N2CCOCC2)cc1,0,-10,-7,16,1.3,-3,8,-31,-1.2
CCOC(=O)Cc1csc(/N=C/c2c(O)n(-c3ccc(C)cc3C)c(=O)c3ccccc23)n1,-18,-37,-10,5,0.4,-4,5,-33,-1.5
CCN(CC)CC(O)CCCCCCCCC(=O)OC (stereo not drawn),-10,·,3,10,1.7,-3,3,17,-0.08
CC(C)c1ccc2oc(=O)cc(CN3CCN(c4ccccc4)CC3)c2c1,-24,7,5,5,0.6,-5,-7,19,-3.4
O=C(CC1SC(=Nc2ccccc2F)N(CCN2CCOCC2)C1=O)Nc1ccc(F)cc1F (stereo not drawn),-34,0,-13,5,-0.5,2,3,-16,0.21
O=C(CCn1c(=O)[nH]c2ccccc2c1=O)NCCSCc1ccccc1,-18,24,·,4,0.9,-2,-1,-12,-0.51
O=C(Nc1cc(C(=O)N2CCCC2)ccc1N1CCCC1)c1ccccc1,-14[20 µM],4,0,11,-0.5,0,2,-7,-0.86
Cc1ccc(C)c(N2C(=O)CS/C2=N\NC(=O)c2ccccc2Cl)c1,-19[20 µM],4,-3,11,0.8,3,2,-6,0.39
O=c1c2ccccc2nc(SCc2ccccc2)n1CC1CCCO1 (stereo not drawn),-13,·,0,8,1.4,0,1,11,-0.94
CN1CCN(c2ccc(NC(=O)c3ccc(-c4cccc([N+](=O)[O-])c4)o3)cc2)CC1,-4,21,-10,2,0.4,0,-4,18,-0.78
COC(=O)n1c(SC)nc2ccccc21,6,-3,-4,-5,0.2,-2,-4,2,-0.055
